CHO-K1 Ca antag – M1 antagonist counterscreen hit in parental CHO-K1 cells. AID 602250. 360,000 compounds, 0.6% hits. inhibition, % at 3 µM. ATP-induced calcium, Fluo-8 fluorescence;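 active = inhibition above a per-plate cutoff, the plate's mean sample inhibition plus 3 SD, cut at about 24% in these data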;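 also: 0% = DMSO plus EC80 ATP and 100% = DMSO alone without ATP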
M1 ag parental – counter-screen for M1 agonists: effect in parental CHO-K1 cells; Fluo-8 calcium fluorescence; scaled to maximal ATP response, vehicle zero; activation, % at 3 µM; 360,000 compounds, 0.48% hits; in the data active = activation above about 15%;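 also: untransfected CHO-K1 host cells lacking M1 receptor as counterscreen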
TAAR1 ag – human TAAR1 agonism. Q96RJ0. CHO RD-HGA16 TAAR1, Fluo-8 calcium fluorescence; vehicle wells 0%, saturating PEA agonist 100%. activation, % at 3 µM. 360,000 compounds, 0.99% hits. AID 624467;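 active = activation above the mean activation of all test compounds in the run plus 3 SD, cut at about 38% in these data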
Target sequence (Q96RJ0 whole entry, looked up): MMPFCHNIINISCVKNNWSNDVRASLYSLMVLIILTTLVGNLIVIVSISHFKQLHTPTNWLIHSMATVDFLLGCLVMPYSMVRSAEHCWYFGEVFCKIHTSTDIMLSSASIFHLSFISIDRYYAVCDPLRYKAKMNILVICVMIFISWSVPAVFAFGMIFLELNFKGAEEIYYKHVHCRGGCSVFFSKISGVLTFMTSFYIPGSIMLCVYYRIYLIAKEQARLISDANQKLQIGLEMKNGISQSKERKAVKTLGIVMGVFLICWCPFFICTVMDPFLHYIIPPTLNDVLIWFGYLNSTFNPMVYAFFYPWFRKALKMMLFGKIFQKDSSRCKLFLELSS
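Test system: RD-HGA16 (CHO) cells co-expressing Gα16 and hTAAR1 | Doses: Single dose, 3 µM | Schedule: 17-24 h seeding, 75 min 37 °C dye, 30 min RT | Evaluation: % activation from peak over basal fluorescence ratio, DMSO-to-PEA scaled | Technique: Kinetic Fluo-8 calcium fluorescence | Benchmarks: Low control DMSO, high control PEA (EC100)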
CHO-K1 Ca PAM – counter-screen for M1 PAMs: effect in parental CHO-K1 cells | ATP EC20, Fluo-8 calcium fluorescence; 0% at ATP EC20, 100% at ATP max | activation, % at 3 µM | 360,000 compounds, 0.02% hits | AID 602247;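 active = activation above the run cutoff, the mean activation of all test compounds plus 3 SD, cut at about 40% in these data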;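 also: peak over basal fluorescence ratio in a 140 s read after ATP addition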
TAAR1 antag – human TAAR1 antagonism. Q96RJ0. CHO RD-HGA16 TAAR1, Fluo-8 calcium fluorescence, antagonist. inhibition, % at 3 µM. 360,000 compounds, 1.5% hits;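 active = inhibition above a per-plate cutoff, the mean inhibition of test compounds on that plate plus 3 SD, cut at about 49% in these data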;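 also: 0% = DMSO plus EC80 beta-PEA response and 100% = DMSO alone without agonist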
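Assay system: CHO-derived RD-HGA16 cells stably expressing human TAAR1 plus Gα16. Timing: 140 s kinetic read after compound, 140 s after agonist. Technique: kinetic Fluo-8 calcium fluorescence measurement. Measure: % inhibition of agonist calcium response.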
V1R ag counter – V1a receptor agonism, counter-screen for OXTR agonists; P37288; CHO-V1R cells, Fluo-8 calcium fluorescence, agonist mode; 0% DMSO, 100% 3 nM vasopressin; activation, % at 3 µM; 320,000 compounds, 0.25% hits;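 active = activation above the mean activation of all tested compounds plus 3 SD, per screening run, cut at about 20% in these data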;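 also: signal is peak over basal fluorescence ratio across a 100 second FLIPR read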
CHRM1 agonist – agonists of human M1 muscarinic receptor. CHO-K1 hM1, Fluo-8 calcium fluorescence, agonist mode; 0% DMSO, 100% acetylcholine EC100. activation, % at 3 µM. 360,000 compounds, 0.33% hits. P11229;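 active = activation above the run's mean compound activation plus 3 SD, cut at about 16% in these data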;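 also: peak over basal fluorescence ratio within a 140 s kinetic read after compound addition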
OXTR potentiator – human OXTR potentiation. CHO-OTR cells, Fluo-8 calcium fluorescence, potentiator mode; 0% = oxytocin EC15, 100% = EC100. AID 2445. activation, % at 3 µM. 320,000 compounds, 0.061% hits. P30559;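 active = activation above that plate's cutoff, the mean activation of tested compounds plus 3 SD, cut at about 6.6% in these data, passing the limit was not always enough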;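 also: 100% uses oxytocin at 75 nM as the full agonist control; some results filed as inactive read as strong as hits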
Target sequence (P30559 whole entry, looked up): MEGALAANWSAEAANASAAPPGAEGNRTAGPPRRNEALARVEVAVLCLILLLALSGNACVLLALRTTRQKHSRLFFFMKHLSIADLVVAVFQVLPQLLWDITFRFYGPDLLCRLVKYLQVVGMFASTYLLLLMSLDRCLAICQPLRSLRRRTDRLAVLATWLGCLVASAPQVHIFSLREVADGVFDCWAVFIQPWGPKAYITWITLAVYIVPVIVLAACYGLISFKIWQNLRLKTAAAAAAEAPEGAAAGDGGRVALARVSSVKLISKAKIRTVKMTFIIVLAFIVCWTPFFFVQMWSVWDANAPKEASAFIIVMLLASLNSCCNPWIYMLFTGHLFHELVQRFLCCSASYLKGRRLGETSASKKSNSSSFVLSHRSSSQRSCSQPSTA
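System: human OTR in CHO cells / Also added: sub-maximal oxytocin, roughly EC15 / Control set: EC15 oxytocin low, 75 nM oxytocin high / Schedule: 6 min compound pre-incubation at room temperature, 100 s kinetic read / Compound: single-point 3.0 µM / Replication: singlicate / Technique: Fluo-8 calcium dye fluorescence / Read-out basis: % activation of max/min ratio relative to oxytocin controls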
CHO parental Ca – signal in parental CHO cells, OX1R antagonist counter-screen; inhibition, % at 5.6 µM; 330,000 compounds, 0.63% hits; parental CHO-K1, ATP-induced calcium, Fluo-8 fluorescence; AID 463079;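 active = inhibition above that plate's mean sample inhibition plus 3 SD, cut at about 26% in these data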;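 also: 0% = ATP-challenged DMSO wells and 100% = DMSO wells without ATP; some compounds past the cut are filed as inactive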
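Assay system: parental CHO cells; Read-out basis: percent inhibition of ATP-evoked calcium rise, normalized to controls; Benchmarks: ATP and no-ATP DMSO wells; Compound dosing: single nominal dose of 5.6 µM per compound; Signal: Fluo-8 calcium dye fluorescence; Also added: ATP as calcium-mobilizing challenge; Repeats: singlicate.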
Active calls of the source: *; nt = no result given.

1) COc1ccc(C(CNC(=O)c2cccc(S(=O)(=O)Nc3ccccc3OC)c2)N2CCOCC2)cc1 (stereo unspecified)
2) CN1CCN(/N=C/c2ccc(N(c3ccccc3)c3ccccc3)cc2)CC1
3) Cc1[nH]c2ccccc2c1C(=O)CN1CCN(c2ccc(Cl)cc2)CC1
4) CC(=O)O[C@H]1CC[C@H]2[C@@H]3CCc4cc(O)ccc4[C@H]3CC[C@]12C
5) COc1ccc2c(c1)c(C(=O)CN1CCCCC1)c(C)n2C
6) Cc1ccccc1N(CC(=O)NCCc1ccccc1)C(=O)c1csnn1
7) CCC(=O)N1CCC1(C)C(=O)Nc1ccc2c(c1)OCO2 (stereo unspecified)
8) Oc1oc(-c2ccccc2)nc1C=Nc1cccc2ccccc12

entry no.	1	2	3	4	5	6	7	8
CHO-K1 Ca antag	0	-13	-4	6	-3	1	-5	4
M1 ag parental	1.3	0.9	4.7	-0.4	2.8	1.0	0.5	0.2
TAAR1 ag	2	73*	8	nt	1	0	1	2
CHO-K1 Ca PAM	7	17	-7	-1	-2	-13	18	-8
TAAR1 antag	-23	50*	15	nt	-25	-18	6	7
V1R ag counter	-1.0	0.0	5.7	0.6	1.2	1.8	nt	-0.8
CHRM1 agonist	3	-4	-4	-4	-3	2	-2	1
OXTR potentiator	5	0	-16	-10	-2	1	nt	5
CHO parental Ca	-21	-4	-10	5	-5	-3	nt	-13

Structures listed so far with nitrogen in an aromatic ring (four):
3) Cc1[nH]c2ccccc2c1C(=O)CN1CCN(c2ccc(Cl)cc2)CC1
5) COc1ccc2c(c1)c(C(=O)CN1CCCCC1)c(C)n2C
6) Cc1ccccc1N(CC(=O)NCCc1ccccc1)C(=O)c1csnn1
8) Oc1oc(-c2ccccc2)nc1C=Nc1cccc2ccccc12

entry no.	3	5	6	8
CHO-K1 Ca antag	-4	-3	1	4
M1 ag parental	4.7	2.8	1.0	0.2
TAAR1 ag	8	1	0	2
CHO-K1 Ca PAM	-7	-2	-13	-8
TAAR1 antag	15	-25	-18	7
V1R ag counter	5.7	1.2	1.8	-0.8
CHRM1 agonist	-4	-3	2	1
OXTR potentiator	-16	-2	1	5
CHO parental Ca	-10	-5	-3	-13

Following part:
9) COc1ccc(CNC(=O)CSc2nnc3c(Cl)cc(C(F)(F)F)cn23)cc1OC
10) CC(C)(C)c1ccc(/C=N/OCC(=O)NCc2ccc(F)cc2)cc1
11) CC1CCCCC12NC(=O)N(CC(=O)OCc1ccc(Br)cc1)C2=O (stereo unspecified)
12) CCOC(=O)[C@H]1[C@H]2COc3ccc(OC)cc3[C@@H]2N2C(=O)CN(Cc3ccc(C)cc3)C(=O)[C@@]12C
13) CCOC(=O)c1ccc(NC(=O)NS(=O)(=O)c2ccc(C)cc2)cc1
14) COc1ccccc1Cc1c(-c2ccc(C)cc2)nc2cc(C)c(Br)c(C)n12
15) CCC(CC)c1nnc(NC(=O)c2ccc(S(=O)(=O)N3CCc4ccccc4C3)cc2)s1
16) CC(C)OC(=O)c1ccc(COC(=O)c2cccc(-c3nnc(-c4ccccc4)o3)c2)cc1

entry no.	9	10	11	12	13	14	15	16
CHO-K1 Ca antag	12	7	-19	-9	-1	3	14	-10
M1 ag parental	-0.1	-0.3	13	0.4	-0.1	-0.1	-0.2	-0.2
TAAR1 ag	6	0	11	13	6	-1	5	2
CHO-K1 Ca PAM	-4	-5	1	16	7	-4	-7	20
TAAR1 antag	-22	-28	15	1	11	-32	-35	-10
V1R ag counter	-0.1	1.2	5.9	0.1	0.9	nt	1.1	0.6
CHRM1 agonist	4	8	-3	-3	-3	nt	-7	0
OXTR potentiator	-1	-5	-10	-3	-8	nt	0	-9
CHO parental Ca	-11	-6	-2	-12	-20	nt	-15	9

17) O=S(=O)(c1cccs1)N1CCN(c2ccc(Cl)cc2)CC1
18) CC(=O)c1ccc(NC(=O)Cn2cnc(S(=O)(=O)N3CCC(C)CC3)c2)cc1
19) CCOc1cc(C2NC(=O)CCC2[N+](=O)[O-])cc(Br)c1OC (stereo unspecified)
20) O=C(Nc1ccc2c(c1)OCO2)C1CC(=O)N(c2ccc(F)cc2)C1 (stereo unspecified)
21) CC(=O)Nc1sc(N/N=C/c2ccccc2)nc1-c1ccc(C)cc1
22) Cc1ccc(C(=O)N/C(=C\c2ccccc2F)c2nc(=S)[nH][nH]2)cc1
23) O=S(=O)(c1ccc(S(=O)(=O)N2CCCC3(CCCCC3)C2)cc1)N1CCCCC1
24) COC(=O)c1ccc(CN2CCCC(CO)(Cc3ccccc3F)C2)cc1 (stereo unspecified)

entry no.	17	18	19	20	21	22	23	24
CHO-K1 Ca antag	-13	-11	15	4	-4	-3	6	15
M1 ag parental	3.4	0.2	0.5	1.0	0.6	-0.1	-0.4	4.0
TAAR1 ag	5	3	7	2	-2	9	7	3
CHO-K1 Ca PAM	20	-2	-4	-1	19	11	-9	-12
TAAR1 antag	9	4	-12	-12	31	-17	9	-3
V1R ag counter	1.6	0.5	-0.6	0.0	-0.3	-1.0	0.1	0.7
CHRM1 agonist	-3	-1	-5	-2	-2	-6	-1	3
OXTR potentiator	-12	-3	-10	-4	0	-7	0	1
CHO parental Ca	4	-5	-7	8	-16	-27	0	-20

25) CCOC(=O)c1cc(-c2ccccc2)n(CCC(=O)N2CCN(c3ccccc3OC)CC2)c1C
26) COc1cc(OC)cc(C(C)=O)c1
27) O=C(/C=C/c1cccc(Br)c1)N1CCN(c2ccccn2)CC1
28) O=C(Cc1ccccc1)NCc1n[nH]c(=S)n1-c1ccccc1
29) Cc1ccc(NC(=O)COC(=O)C2CCC2)cc1S(=O)(=O)N1CCCCC1
30) CCC1C(C#N)=C(SCC(N)=O)NC2=C1C(=O)CC(C)(C)C2 (stereo unspecified)
31) COc1ccc(Cc2c(-c3ccc(C#N)cc3)nc3c(Cl)cc(C(F)(F)F)cn23)c(C)c1
32) CCOc1ccc(N(CC(=O)NCCc2ccccc2)C(=O)c2csnn2)cc1

entry no.	25	26	27	28	29	30	31	32
CHO-K1 Ca antag	-5	-8	-10	-2	-4	-7	-5	-13
M1 ag parental	4.4	0.5	2.0	1.6	3.5	0.9	-0.1	1.1
TAAR1 ag	9	4	-1	0	2	0	-1	-2
CHO-K1 Ca PAM	14	6	23	24	-1	10	-15	-5
TAAR1 antag	42	-9	-31	13	-11	-25	-11	-11
V1R ag counter	0.4	0.9	-0.7	2.6	4.5	0.1	nt	0.2
CHRM1 agonist	-4	-3	-7	-7	2	-3	nt	-4
OXTR potentiator	-8	-6	-1	-3	-8	0	nt	-2
CHO parental Ca	-23	-12	-9	-16	-11	-15	nt	-5

33) COc1ccc(C2CC(=O)Nc3cc(C)c(C)cc32)c(OC)c1OC (stereo unspecified)
34) CCNC(=O)C1(C)CCCN(C(=O)c2cc(C)nn2C(C)(C)C)C1 (stereo unspecified)
35) Cc1ccc(NC(=O)C(C)N2C(=O)c3ccccc3C2=O)cc1C (stereo unspecified)
36) Brc1cc2c(cc1Cn1c(-c3cncs3)nc3ccccc31)OCO2
37) O=C(CSc1nc2[nH]c(=O)cc(O)c2s1)Nc1ccc(Br)cc1
38) O=C(NCCN1CCN(C(=O)c2ccc([N+](=O)[O-])cc2)CC1)C(=O)Nc1ccc(F)cc1
39) CCCc1nc2ccc(C(=O)OC)cn2c1Cc1ccc(C)cc1
40) O=C(NNC1=NCCC1)C1CC1

entry no.	33	34	35	36	37	38	39	40
CHO-K1 Ca antag	3	-8	2	13	-10	-6	-19	-17
M1 ag parental	1.3	0.3	0.1	-0.1	-0.3	1.4	1.1	0.8
TAAR1 ag	23	0	-1	35	2	-1	-1	1
CHO-K1 Ca PAM	6	-2	-3	-6	5	15	16	21
TAAR1 antag	21	1	18	48	-6	-4	-9	-1
V1R ag counter	0.1	nt	-0.3	2.6	0.3	0.5	nt	0.1
CHRM1 agonist	0	-2	-4	-1	-3	-4	-7	-3
OXTR potentiator	-19	nt	2	-10	5	5	nt	-12
CHO parental Ca	-22	nt	-9	-6	13	-1	nt	-8

41) CCOC(=O)N1CCC(NC(=O)Cn2nc(-c3ccccc3)ccc2=O)CC1
42) Cc1ccc(NC(=O)C(=O)NCCc2c[nH]c3ccccc23)c(C)c1
43) CN(C)S(=O)(=O)c1ccc(NC(=O)COC(=O)C2COc3ccccc3O2)cc1 (stereo unspecified)
44) Cc1nc2c(c(=O)c3ccccc3n2C)c(=O)n1-c1ccc(F)cc1
45) O=C(CCOc1ccccc1F)N1CCN(c2ccccc2O)CC1
46) N=C1CCCC1C(=S)SCCC(N)=O (stereo unspecified)
47) COc1ccc(C(CNC(=O)C2COc3ccccc3O2)N2CCCC2)cc1 (stereo unspecified)
48) Brc1ccc(-c2csc(N3CCC(c4ccccc4)C3)n2)cc1 (stereo unspecified)

entry no.	41	42	43	44	45	46	47	48
CHO-K1 Ca antag	-22	-7	6	-11	-9	-5	-9	6
M1 ag parental	0.5	3.1	1.8	2.9	4.3	0.2	1.4	-0.4
TAAR1 ag	3	13	5	0	5	2	3	11
CHO-K1 Ca PAM	14	9	5	5	16	17	17	-8
TAAR1 antag	5	2	-14	-18	17	-31	5	1
V1R ag counter	0.3	7.2	1.0	-0.4	1.8	nt	0.2	-1.3
CHRM1 agonist	-1	2	-9	-8	-3	-1	-6	-3
OXTR potentiator	-1	-24	1	-7	-2	nt	-5	-2
CHO parental Ca	-20	-17	-11	-9	0	nt	-29	-12

49) CN1N=C(C(=O)N=c2sc3ccccc3n2C)CCC1=O
50) CCOc1ccc(C(=O)NC(=S)Nc2ccccc2N2CCC(C)CC2)cc1[N+](=O)[O-]
51) COc1ccc(NC(=O)CN(C)S(=O)(=O)c2cccc3cccnc23)cc1
52) CC1(C)C2([N+](=O)[O-])CN3CC1([N+](=O)[O-])CN(C2)C3c1ccccc1 (stereo unspecified)
53) Cc1ccc(-n2c(=S)[nH]c3sc4c(c3c2=O)CCc2ccccc2-4)cc1
54) CCOc1nc(Nc2ccc(OC)cc2)nc(N2CCOCC2)n1

entry no.	49	50	51	52	53	54
CHO-K1 Ca antag	0	-1	-3	-3	-4	-11
M1 ag parental	-0.1	0.0	1.7	0.4	2.6	0.3
TAAR1 ag	1	1	3	13	4	0
CHO-K1 Ca PAM	-12	14	9	-4	-2	0
TAAR1 antag	5	-19	-21	0	-11	-13
V1R ag counter	nt	0.8	0.6	-0.5	0.3	-1.5
CHRM1 agonist	-2	-2	0	-4	-4	-2
OXTR potentiator	nt	-15	2	1	-3	4
CHO parental Ca	nt	-7	-11	-6	6	-7
